# TRPC6 activator: activators of mouse TRPC6 channel; Q61143; HEK293-TRPC6 membrane potential dye fluorescence; stronger effect = higher value; B-score at 10 µM; 0.13% of 310,000 active;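 active means B-score of the integrated fluorescence ratio above library mean plus 3 SD, and starting fluorescence ratio within library mean plus 5 SD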;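 further: higher score means more depolarization so channel activation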
# TRPC6 inh: mouse TRPC6 channel inhibition; HEK293-TRPC6, membrane potential dye, ACh-evoked depolarization; stronger effect = lower value; 1.1% of 310,000 active; B-score at 10 µM; AID 2553;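 active means B-score under library mean minus 3 SD, initial fluorescence not abnormally high, positive integrated signal ratio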;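 further: B-score derived from integrated fluorescence ratio over the kinetic read; more negative B-score means stronger inhibition of depolarization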
# MrgX1 allo act: allosterically activates human MrgX1 receptor signaling. B-score at 10 µM. 0.63% of 310,000 active. Q96LB2. MrgX1-HEK293, Fluo-4 calcium flux, FDSS; stronger effect = higher value. AID 588675;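 active means plate-corrected calcium response at least 3 library SD above typical, normal starting fluorescence, not activating the receptor alone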;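 further: compound read alongside a low EC10 to EC30 dose of BAM8-22 agonist; peak minus trough fluorescence over baseline measured at the second addition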
# Target sequence (Q96LB2 whole entry, looked up): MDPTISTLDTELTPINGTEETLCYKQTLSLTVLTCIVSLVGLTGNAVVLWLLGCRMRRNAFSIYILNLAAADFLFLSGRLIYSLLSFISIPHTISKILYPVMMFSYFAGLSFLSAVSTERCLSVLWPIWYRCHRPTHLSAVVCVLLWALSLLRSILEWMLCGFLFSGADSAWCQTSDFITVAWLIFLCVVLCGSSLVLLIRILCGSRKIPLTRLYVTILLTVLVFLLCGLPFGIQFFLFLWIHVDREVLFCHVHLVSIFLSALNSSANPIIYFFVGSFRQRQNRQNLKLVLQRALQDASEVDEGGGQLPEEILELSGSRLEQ
# HIF activator: HIF pathway transcriptional activation. U2OS HRE-luciferase reporter, luminescence; normalized: DMSO 0%, desferrioxamine 100%. activation, % at 7.5 µM (by protocol). 0.32% of 300,000 active;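 active means mean activation of at least 10% of the iron chelator positive control signal, with at least half of replicates also reaching 10%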
# SKKanGAS inh: blocks kanamycin growth of S. pyogenes SKKanGAS strain | BacTiter-Glo, 6 h | inhibition, % at 7.5 µM | 1.3% of 300,000 active | AID 1662;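 active means mean replicate score, as percent of positive control median, at least 50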;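 further: strain carries kanamycin resistance gene driven by streptokinase promoter and grows in 40 µg/ml kanamycin; loss of luminescence reflects streptokinase promoter inhibition or plain growth inhibition; 0% = median of DMSO wells and 100% = positive control at its reference dose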
# RGS4 block: inhibitors of human RGS4 | P49798 | AID 463165 | HEK293 M3R/RGS4 inducible, Fluo-4 calcium flux; stronger effect = higher value; triggered by carbachol at its EC20 | 0.45% of 310,000 active | B-score at 10 µM;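 active means B-score, a plate-corrected calcium signal, over three deviations above library mean, with baseline fluorescence within five deviations of library mean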;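 further: RGS4 expression induced by doxycycline in cells with stable M3 receptor; B-score is computed from the integrated fluorescence ratio over baseline after carbachol; higher B-score means a larger calcium signal and so more RGS4 inhibition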
# Target sequence (P49798 whole entry, looked up): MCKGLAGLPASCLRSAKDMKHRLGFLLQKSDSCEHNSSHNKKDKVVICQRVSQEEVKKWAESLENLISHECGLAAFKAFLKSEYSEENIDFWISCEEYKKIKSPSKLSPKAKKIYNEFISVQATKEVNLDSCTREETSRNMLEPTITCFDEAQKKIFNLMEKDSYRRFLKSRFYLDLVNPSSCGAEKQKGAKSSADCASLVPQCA
# Platelet DG rel: platelet dense granule release activity | inhibition, %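 (compounds screened at 7.5 µM in platelet-rich plasma)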 | human platelet-rich plasma, SFLLRN dense granule ATP release, luminescence | 0.22% of 300,000 active;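 active means mean replicate score, as percent of positive control, at or above 50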
# RGS4 act: potentiators or activators of RGS4 | HEK293 M3R/inducible RGS4, carbachol calcium flux Fluo4; stronger effect = lower value | B-score at 10 µM | 0.92% of 310,000 active | AID 463111;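 active means B-score of the integrated calcium signal more than 4 SD below the library mean, with starting fluorescence not abnormally high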;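 further: negative B-score means reduced calcium response which marks RGS4 activation or potentiation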
#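 test system = M3R-expressing HEK293 line, RGS4 induced by doxycycline | probe or stimulus = carbachol at ECmax as muscarinic agonist stimulus | timing = dye loading 30 min 37 °C, buffer rest 30 min RT | signal = calcium dye Fluo4 fluorescence | evaluation = B score from integrated fluorescence ratio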
# MrgX1 antagonist: blocks BAM8-22 activation of human MrgX1 receptor; MRGX1-HEK293 calcium flux, Fluo-4, BAM8-22 antagonism; stronger effect = lower value; 1.3% of 310,000 active; Q96LB2; B-score at 10 µM; AID 588676;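 active means calcium-response B-score plate-corrected more than 3 library SD below zero, starting fluorescence within 5 deviations, no agonist response on first addition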;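 further: peak minus trough fluorescence over baseline after final BAM8-22 challenge near maximal dose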
# TRPC4 inh: TRPC4 (mouse) channel inhibition | HEK293 TRPC4beta/mu-opioid, DAMGO-evoked Fluo4 calcium flux; stronger effect = lower value | B-score at 10 µM | 0.39% of 300,000 active;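 active means B-score over 3 SD under the library average, no early fluorescence shift, positive overall ratio signal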
#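 Signal: kinetic Fluo4 fluorescence imaging of calcium influx. Material: stable TRPC4beta/mu-opioid receptor HEK293 cells. Probe or stimulus: DAMGO in two steps, submaximal then maximal.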
# MrgX1 agonist: human MrgX1 receptor agonism, primary screen; Q96LB2; MrgX1-HEK293 cells, Fluo-4 calcium fluorescence, agonist mode; stronger effect = higher value; B-score at 10 µM; 0.44% of 310,000 active;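 active means calcium response B-score plate-corrected fluorescence ratio at least 3 library SD, with starting fluorescence B-score inside 5 SD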
#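 times = overnight plating, then 30 min 37 °C plus 30 min room-temperature dye loading | assay system = stable human MrgX1 HEK293 cell line | input = fifteen thousand cells per well | signal = kinetic calcium dye fluorescence, Fluo-4 NW | dosing = compound delivered in addition one of three | read-out = B-scored fluorescence response ratio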
# The depositor's hits bear a star; i = inactive; nt = no result given.
SMILES,TRPC6 activator,TRPC6 inh,MrgX1 allo act,HIF activator,SKKanGAS inh,RGS4 block,Platelet DG rel,RGS4 act,MrgX1 antagonist,TRPC4 inh,MrgX1 agonist
O=C(CCc1ccccc1)N1CCN(c2ccc(Cl)cc2)CC1,i,i,i,-0.2,3,i,1,i,i,i,i
COc1ccc2cc(CN(Cc3cccnc3)S(=O)(=O)c3ccccc3)c(=O)[nH]c2c1,i,i,i,0.3,5,i,1,i,i,i,i
CCn1c(SCC(=O)N/N=C/C=C/c2ccco2)nnc1-c1ccccc1,i,i,i,-0.7,0,i,22,i,i,i,i
COc1cccc(-c2cnc(OC(C)(C)C)nc2OC(C)(C)C)c1,i,i,6.9*,-0.6,13,i,-2,i,i,i,i
C#CCOCCOCCOCCNc1nc(N2CCN(C(=O)[C@H](CCCCN)n3cc(C(N)CO)nn3)CC2)nc(N2CCN(C(=O)[C@H](CCCCN)n3cc(C(N)COC(=O)C(F)(F)F)nn3)CC2)n1 (some centres undefined),i,i,i,-0.3,0,i,-1,i,i,i,i
CCOc1ccc(CN2CCNC(=O)C2CC(=O)NCc2csc(C)n2)cc1 (centres undefined),i,i,i,-0.6,-2,i,2,i,i,i,i
C#CCCCc1nc2ccccc2c(=O)n1N,i,i,i,-0.2,2,i,-28,i,i,i,i
COC(=O)c1cc(NC(=O)c2cc3ccccc3o2)cc(C(=O)OC)c1,i,i,i,-9.4,1,i,12,i,i,i,i
Cc1ccc(N(CC(=O)NC2CCCCC2)C(=O)CCC(=O)Nc2nccs2)cc1,i,i,i,0.2,-3,i,-3,i,i,i,i
Cc1ccc(C(=O)CSc2ccc(-c3ccccc3)nn2)cc1,i,i,i,0.0,-7,i,3,i,i,i,i
COCc1nnc(NC(=O)c2sc3ccccc3c2Cl)s1,i,i,i,2.5,2,i,14,i,i,i,i
Cc1ccc(-n2c(O)c(C=NCc3ccccn3)c3ccccc3c2=O)cc1,i,i,i,-0.1,-3,i,5,i,i,i,i
CCCCNC(=O)c1ccc2c(OCC)n(CCCC)nc2c1,i,i,i,-3.3,0,i,1,i,i,i,i
Brc1ccc2ncnc(NCc3cccnc3)c2c1,i,i,i,4.1,-6,i,-10,i,i,i,i
O=C(CCc1nc2ccccc2c(=O)[nH]1)Nc1ccc(Cl)c(Cl)c1,i,i,i,-0.4,3,i,2,i,i,i,i
Cc1ccc(Cl)cc1N1CCN(S(=O)(=O)c2ccc3[nH]c(=O)c(=O)[nH]c3c2)CC1,i,i,i,-0.1,1,i,3,i,i,i,i
N/C(Cc1ccc([N+](=O)[O-])cc1)=N\OC(=O)c1ccccc1Br,i,i,i,0.7,1,i,2,i,i,i,i
COc1ccc(C2CC(C(F)(F)F)n3ncc(C(=O)Nc4c(C)n(C)n(-c5ccccc5)c4=O)c3N2)cc1 (centres undefined),i,i,i,-0.5,0,i,7,i,i,i,i
O=C1Nc2ccccc2/C1=N\N=C\C1=C(N2CCOCC2)C(=C\c2ccccc2)/CC1,i,-9.5*,i,-0.2,27,i,7,i,i,i,i
CCOc1ccc(C2=Nc3ccc(Br)cc3C(c3ccc(N4CCOCC4)cc3)=NN2)cc1,i,i,i,3.5,9,i,-45,i,i,i,i
CCOC(=O)c1ccc(-n2c(O)c(/C=N/NC(=O)C3COc4ccccc4O3)c3ccccc3c2=O)cc1 (centres undefined),i,i,i,-0.2,103*,i,-2,i,i,i,i
COc1cc(C(C[N+](=O)[O-])c2c(N)n(C)c(=O)n(C)c2=O)ccc1O (centres undefined),i,i,i,-0.3,1,5.2*,1,i,i,nt,i
COc1ccccc1Oc1c(C)oc2c(CN3CCOCC3)c(O)ccc2c1=O,i,i,i,-0.2,1,i,6,i,i,i,i
COCCNc1nc(-c2cc(C)c(C)cc2C)cs1,i,i,i,1.1,7,i,0,i,i,i,i
CN(C)S(=O)(=O)c1cccc(NC(=O)c2cc(=O)[nH]c3ccccc23)c1,i,i,i,-0.1,-12,i,-2,i,i,i,i
CCS(=O)(=O)NCC(c1cccnc1)N1CCN(c2ccccc2OC)CC1 (centres undefined),i,i,i,-0.4,0,i,3,i,i,i,i
COc1cc2[nH]c(=S)nc(NCc3cccnc3)c2cc1OC,i,i,i,-0.2,-5,i,3,i,i,i,i
COc1cc(OC)c(NC(=O)CCNS(=O)(=O)c2ccc3c(c2)oc(=O)n3C)cc1Cl,i,i,i,-0.9,-15,i,2,i,i,i,i
C=CC[n+]1c(-c2ccc(OC)cc2)csc1NNC(=O)Nc1ccccc1,i,i,i,1.9,20,i,-3,i,i,i,i
CCCOC(=O)c1cc(NC(=O)/C=C/c2ccccc2)ccc1O,i,i,i,-0.3,1,i,-4,i,i,i,i
COc1ccc(CCC(=O)O)cc1OC,i,i,i,0.1,-2,i,2,i,i,i,i
CN(C)Cc1cc(C(C)(C)C)c(O)c(C(C)(C)C)c1,i,i,i,0.7,2,i,-9,i,i,i,i
O=C(O)Cc1ccc(NS(=O)(=O)c2ccc3ccccc3c2)cc1,i,i,i,0.0,3,i,3,i,i,i,i
CSCCCc1cn([C@@H](CO)C(=O)NCCCCCCCCCCC(=O)N2CCNCC2)nn1,nt,nt,i,-5.1,12,nt,-8,nt,i,nt,i
CCOc1ccc(NC(=S)N2CCC(NC(=O)c3ccccc3C)CC2)cc1,i,i,i,-0.1,-1,i,3,i,i,i,i
Cc1[nH]c(=S)[nH]c(=O)c1Cc1ccccc1,i,i,i,-0.4,-4,i,-2,i,i,i,i
O=C1Nc2ccccc2C1=Nc1cccc([N+](=O)[O-])c1,i,i,i,0.5,4,i,-10,i,i,i,i
COc1ccc(CCNC(=O)CSc2nc3ccccc3o2)cc1OC,i,i,i,0.6,5,i,1,i,i,i,i
COc1ccc(C2/C=C\CN(C(=O)c3ccccc3)CC(=O)N2Cc2ccc(F)cc2)cc1 (centres undefined),i,i,nt,-0.7,68*,i,-1,i,nt,i,nt
O=C(Nc1ccc2oc(Cc3ccc(Cl)cc3)nc2c1)c1cccnc1,i,i,i,-0.2,9,i,5,i,i,i,i
CCOc1ccc(OCC)c(NC(=O)CSc2nnc(-c3cccnc3)o2)c1,i,i,i,-0.4,nt,i,18,i,i,i,i
O=C(Cn1cnc([N+](=O)[O-])n1)N/N=C/c1ccc2ccccc2c1,i,i,i,-0.3,-2,i,-3,i,i,i,i
C[C@H](NC(=O)[C@@H]1Cc2ccccc2CN1C(=O)OC(C)(C)C)C(=O)NCc1ccco1,i,i,i,0.4,-6,i,5,i,i,i,i
COc1ccc(C(CC(=O)O)NC(=O)c2sc3ccccc3c2Cl)cc1 (centres undefined),i,i,i,-0.3,11,i,-2,i,i,i,i
CCCC(=O)Nc1ccc(C2C(=O)c3ccccc3C2=O)cc1,i,i,i,1.9,-1,i,28,i,i,i,i
CC(C)=C1C2CCC1C1C(=O)N(c3ccc(C)c(C)c3)C(=O)C21 (centres undefined),i,i,i,-0.3,0,i,-3,i,i,i,i
CCS(=O)(=O)N1CCCC(C(=O)NCCc2ccc(OC)c(OC)c2)C1 (centres undefined),i,i,i,-0.3,-3,i,1,i,i,i,i
NS(=O)(=O)c1ccc(NC(=S)NC(=O)c2ccc(-c3ccccc3)cc2)cc1,i,i,i,-2.1,-3,i,5,i,i,i,i
FC(F)(F)c1ccccc1N/N=C/c1cccnc1,i,i,i,0.8,-5,i,1,i,i,i,i
O=C(c1cccc(Cl)c1)N1CCCC(C(=O)N2CCCCCC2)C1 (centres undefined),i,i,i,-0.4,-3,i,-2,i,i,i,i
# Remaining list, next part:
SMILES,TRPC6 activator,TRPC6 inh,MrgX1 allo act,HIF activator,SKKanGAS inh,RGS4 block,Platelet DG rel,RGS4 act,MrgX1 antagonist,TRPC4 inh,MrgX1 agonist
N#Cc1cccc2c1-c1ccccc1/C2=N/NC(N)=O,i,i,i,1.4,-2,i,1,i,i,-6*,i
CCCc1cnc(N2CCN(C(=O)c3ccccc3)CC2)nc1,i,i,i,0.9,0,i,-4,i,i,i,i
CCc1nnc(NS(=O)(=O)c2ccccc2)s1,i,i,i,0.7,4,i,2,i,i,i,i
CCc1nnc(NC(=O)CSc2nc3cc(OC)ccc3cc2C)s1,i,i,i,0.0,2,i,-4,i,i,i,i
CCc1nnc(NS(=O)(=O)c2ccc(N/C=C/C(=O)c3ccc(C)cc3)cc2)s1,i,i,i,-0.1,17,i,-18,i,i,i,i
O=C(COC(=O)CC(c1ccccc1)c1ccccc1)NCc1ccccc1,i,i,i,0.2,-2,i,1,i,i,i,i
CCOC(=O)C1=C(C)OC(N)=C(C#N)C1c1cc(Cl)c(OCC(N)=O)c(OC)c1 (centres undefined),i,i,i,0.0,5,i,5,i,i,i,i
Cc1cc(N2CCc3ccccc32)n2ncnc2n1,i,i,i,0.0,0,i,2,i,i,i,i
CN(C)c1ccc(CN(C(=O)c2ccc(Cl)c([N+](=O)[O-])c2)C2CCS(=O)(=O)C2)cc1 (centres undefined),i,i,i,-2.7,3,i,2,i,i,i,i
O=C(/C=C/c1cccs1)NC(=S)Nc1ccc(S(=O)(=O)Nc2ccccc2C(F)(F)F)cc1,i,i,i,-1.2,59*,i,3,i,i,i,i

# Just MrgX1 agonist and TRPC6 activator, for some of the entries so far:
compound | MrgX1 agonist | TRPC6 activator
CCCc1cnc(N2CCN(C(=O)c3ccccc3)CC2)nc1 | i | i
CCc1nnc(NS(=O)(=O)c2ccccc2)s1 | i | i
CCc1nnc(NC(=O)CSc2nc3cc(OC)ccc3cc2C)s1 | i | i

# (listing goes on)
SMILES,TRPC6 activator,TRPC6 inh,MrgX1 allo act,HIF activator,SKKanGAS inh,RGS4 block,Platelet DG rel,RGS4 act,MrgX1 antagonist,TRPC4 inh,MrgX1 agonist
O=[N+]([O-])c1ccccc1CS(=O)(=O)c1ccccc1,i,i,i,0.4,0,i,1,i,i,i,i
O=C1CCC(C(=O)OC(C(=O)c2c[nH]c3ccccc23)c2ccccc2)=NN1 (centres undefined),i,i,i,0.1,1,i,9,i,i,i,i
COc1ccccc1N1CCN(C(c2cccs2)C(C)NC(=O)C(=O)N2CCOCC2)CC1 (centres undefined),i,i,i,-0.1,7,i,-7,i,i,i,i
CCOC(=O)n1c(=O)oc2ccccc21,i,i,i,-0.5,-15,i,-10,i,i,i,i
Cc1cc(=O)n2c3ccccc3n(CC(O)CN3CCC(C)CC3)c2c1C#N (centres undefined),i,i,nt,-0.3,3,i,2,i,nt,i,nt
